Screening results (PubChem)
CCT modulator: High-Throughput Screening for Modulators of Cytosolic Chaperonin Activity. purified chaperonin ATPase assay, HTRF ADP detection, 30 min. activity change, % (test concentration not listed), hits read low. hit rate 0.3% among 360,000; in the data active = activity change below about -30%; also: % is scaled to controls: 0 for no effect and ±100 for the full control effect
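Enzyme 40 or 20 nM (batch-dependent) in Tris pH 7.4/KCl/MgCl2/DTT; cpd 76 uM single point; ATP 10 uM; 30 min 37 °C; Transcreener ADP HTRF detection, 30 min RT; ratio 665/615.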
Akt phos inh: HTS Assay for Inhibitors of Akt Phophorylation: Primary Screen | Neuro2A IGF-stimulated pAkt S473 HTRF, 20 min; hits give low values | activity change, % for hits at 50 µM | hit rate 0.32% among 360,000 | AID 651550, 2012; in the data active = activity change below about -80%; inconclusive = mostly about -51% to -80%; also: % is scaled to controls: 0 for no effect and ±100 for the full control effect
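Single-point screen (50 µM final compound) in Neuro2A cells stimulated 20 min with 6 nM IGF at 37 deg C. After lysis, Ser473-phosphorylated Akt read by HTRF (ex 330 nm, em 615/665 nm) as the 665/615 ratio.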
TGFb SMAD3 inh: qHTS for Inhibitors of TGF-b; Potency, µM (titrated, usually from 46.1 µM), for the others: at the highest dose activity, negative = inhibition, usual class: inhibitors; AID 588855, 2011; hit rate 1.2% among 410,000; HepG2 CAGA-GFP TGF-b/SMAD3 reporter, GFP fluorescence, 18 h; TGF-beta stimulated, 500 pg/mL final; also: potency is read from the fitted curve at half-maximal effect; % is scaled to controls: 0 for no effect and ±100 for the full control effect; nearly all actives have a fitted effect of over 65% in size
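TGF-beta reporter screen: HEPG2 CAGA-GFP, 1% FBS, 500 pg/mL TGF-beta final, 18 h; per-cell GFP summed per well; curves fitted and categorized by class.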
MmCpn inh: Inhibitors of TCP-1 ring complex (TRiC) of Methanococcus maripaludis (MmCpn): qHTS; Chaperonin Mm-Cpn (Methanococcus maripaludis); purified Mm-Cpn ATPase, ADP Transcreener TR-FRET; Potency, µM (series often up to 76.9 µM), for the others: top-dose activity, negative = inhibition, usual class: inhibitors; hit rate 0.031% among 330,000; AID 504842, 2011; also: potency is read from the fitted curve at half-maximal effect; % is scaled to controls: 0 for no effect and ±100 for the full control effect; nearly all actives have a fitted effect of over 80% in size
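Purified archaeal chaperonin (25 nM final) was preincubated with compound for 10 min at 37°C, then ATP (10 uM final) was added for 30 min at 37°C in Tris pH 7.4/KCl/MgCl2/DTT buffer. ADP was quantified by HTRF Transcreener TR-FRET.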
EPAC2 agonist: qHTS for Agonist of cAMP-regulated guanine nucleotide exchange factor 4 (EPAC2): primary screen. Rap guanine nucleotide exchange factor 4 (Homo sapiens), Q8WZA2. EPAC2 activation, biochemical qHTS; response scale: 100% = 6.5 mM cAMP response. Potency, µM (titrated, usually from 154 µM), for the others: at the top dose activation, hits mostly activators. hit rate 0.079% among 360,000. AID 720711, 2013; also: potency is read from the fitted curve at half-maximal effect; nearly all actives have a fitted effect of over 50% in size
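Exchange assay: 100 nM EPAC2 with 250 nM Rap1B-BODIPY-GDP and 50 uM GDP. Fluorescence (ex 480/em 540 nm) read every 5 min for 30 min at room temperature. Data normalized to 6.5 mM cAMP as agonist control.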
A549 tox: Nrf2 qHTS screen for inhibitors: counterscreen for cytotoxicity; A549 ARE-Fluc cells, CellTiter-Fluor viability, 18-24 h; Potency, µM (doses to about 46 µM), for the others: top-dose activity change, negative = cytotoxicity, usual class: inhibitors; hit rate 0.16% among 390,000; AID 504648, 2011; also: potency is read from the fitted curve at half-maximal effect; % is scaled to controls: 0 for no effect and ±100 for the full control effect
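A549 ARE-Fluc cells in 5% FBS OPTI-MEM, 5000 cells/well, rested 2 h then exposed to compounds in concentration-response for 18-24 h at 37 °C. Viability by CellTiter-Fluor fluorescence (Ex 405/Em 525) after 30 min; luciferase luminescence (BugLite, 15 min, RT) read afterwards.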
EPAC2 antagonist: qHTS for Antagonist of cAMP-regulated guanine nucleotide exchange factor 2 (EPAC2): primary screen; hit rate 0.18% among 360,000; Potency, µM (titrated, usually from 114 µM), without a hit: at the top dose activity, negative = inhibition, hits mostly inhibitors; EPAC2 GEF exchange of Rap1B-BODIPY-GDP, fluorescence; Rap guanine nucleotide exchange factor 4 (Homo sapiens), Q8WZA2; also: potency is read from the fitted curve at half-maximal effect; % is scaled to controls: 0 for no effect and ±100 for the full control effect; nearly all actives have a fitted effect of over 45% in size; many of its hits are not listed in these tables
Nrf2 ARE act: qHTS of Nrf2 Activators. hit rate 0.31% among 410,000. AREc32 ARE-luciferase reporter (MCF7-derived line), luminescence, 24 h. Potency, µM (series often up to 46.1 µM), inactives show at the highest dose activation, hits mostly activators; also: potency is read from the fitted curve at half-maximal effect; % of control where 0% means no effect; nearly all actives have a fitted effect of over 65% in size
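ARE-driven firefly luciferase activity in AREc32 cells measured after a 24 hr compound exposure at 37 deg C, using Steady-Glo reagent and a 30 min room-temperature hold.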
Nrf2 block: Nrf2 qHTS screen for inhibitors; Potency, µM (titrated, usually from 46 µM), inactives show top-dose activity change, negative = inhibition, usual class: inhibitors; hit rate 2.1% among 360,000; A549 ARE-Fluc reporter, luciferase luminescence, 18-24 h; also: potency is read from the fitted curve at half-maximal effect; % is scaled to controls: 0 for no effect and ±100 for the full control effect; nearly all actives have a fitted effect of over 60% in size
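Nrf2 function is reported as luminescence of an ARE-controlled luciferase in A549 cells. Compounds were tested at several concentrations, and a CellTiter-Fluor read on the same wells flagged cytotoxicity.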
* hit, by the source's call; i = inactive; ? = inconclusive; . = not tested or not shown; [ ] = another dose, or the depositor's remark. Unless noted, calls follow the shape of the dose curve; as a rule, active = well fitted curve in the direction sought with a large enough effect; inconclusive = small, poorly fitted or top-dose-only effect, or another doubt; inactive = no such curve, though single readings can be large; an effect the other way counts as inactive or inconclusive. Some of the compounds tested. The share of hits here may be higher or lower than overall.

SMILES	CCT modulator	Akt phos inh	TGFb SMAD3 inh	MmCpn inh	EPAC2 agonist	A549 tox	EPAC2 antagonist	Nrf2 ARE act	Nrf2 block
NC(=O)[C@@H]1CC2(CC(c3cccc(NC(=O)COc4ccc(Cl)cc4)c3)=NO2)CN1C(=O)c1ccccc1 (stereo not given in full)	-9.4	i	?	2%	3%	0%	8%	-0.4%	-14%
Cc1cc(C)c2nc(C)cc(N/N=C/c3ccc(O)cc3)c2c1	-3.1	i	20µM*	-1%	4%	?	3%	-2.1%	-21%
O=C(Cn1c(C(F)(F)F)nc2ccccc21)Nc1ccccc1C(=O)O	-0.2	i	-9%	?	6%	2%	5%	-0.6%	-1%
CCOC(=O)[C@]12CCCC=C1N(Cc1ccco1)C(=O)[C@H](CC(=O)NCc1cccs1)C2	0.7	i	.	.	1%	.	-8%	-0.9%	.
Cc1ccc(NC(=O)Nc2c(C)n(C)n(-c3ccccc3)c2=O)c(Cl)c1	.	.	-12%	.	.	4%	.	-0.9%	2%
FC(F)Oc1ccccc1C1CC(c2ccc(Br)s2)Nc2ncnn21 (stereo not given)	-5.5	.	-28%	2%	-1%[15.6 µM]	-3%	-13%	3.3%	6%
O=C(COC(=O)c1c(F)cccc1F)c1ccc[nH]1	0.9	i	-12%	0%	-1%	3%	-1%	0.1%	4%
O=C(NCc1ccco1)c1cccnc1-c1nc2ccccc2s1	-0.2	i	-23%	-1%	11%	-3%	-3%	?	-5%
CC(C)(C)c1ccc(C(=O)NN2CCOCC2)cc1	-1.8	i	17%	0%	9%	-3%	3%	0.0%	1%
Cc1cccc(NC(=O)CSc2nnc(-c3ccccc3)n2N)c1C	-3.8	i	-7%	1%	3%	.	10%	-0.7%	11%
CCc1ccc(CCC(=O)Nc2ncc(Cc3ccccc3Cl)s2)o1	1.2	i	2µM*	-2%	12%	-8%	-3%	3.9%	7%
COc1ccc(CNS(=O)(=O)c2ccc3c(c2)NC(=O)C(C)S3)cc1 (stereo not given)	-0.2	i	-57%	1%	13%	1%	12%	4.0%	-6%
COc1c(Cl)cc(Cl)cc1C(=O)Nc1cccc2cccnc12	.	.	17%	.	.	1%	.	4.5%	5%
O=C(Cn1nc2ccccc2n1)N/N=C/c1cc(Cl)cc([N+](=O)[O-])c1O	0.5	i	-2%	-1%	-3%	-21%	-15%	5.0%	?
Cc1ccc(N=C2SCCCN2C(=O)c2ccco2)cc1Cl	-0.3	i	12%	1%	7%	1%	0%	0.5%	2%
O=C(Nc1ccc(NC(=O)c2ccco2)nc1)c1ccco1	-1.2	i	-6%	-4%	10%	5%	-3%	-1.3%	?
COC(=O)c1ccccc1NC(=O)c1ccc(NC(=O)C2CCCO2)cc1 (stereo not given)	0.4	i	0%	-2%	3%	7%	-18%	-0.8%	?
C[C@@H]1CN(Cc2nc(Cc3ccccc3F)no2)C[C@H](C)O1	0.6	i	10%	0%	4%	0%	4%	0.3%	?
CCOC(=O)C1CCN(S(=O)(=O)c2c(C)[nH]c(C)c2C(=O)N2CCCCC2)CC1	-1.8	i	-2%	3%	-2%	3%	1%	1.1%	7%
Cc1cc(-c2n[nH]c(=S)n2/N=C/C(Cl)=C/c2ccccc2)n[nH]1	-0.7	i	?	1%	-11%	0%	5%	?	5%
CCOC(=O)/C(C#N)=C/c1cccc(C)c1	-1.3	i	-13%	-3%	11%	-3%	-3%	-1.0%	5%
O=[N+]([O-])c1ccccc1S(=O)(=O)Nc1cccnc1	-0.7	i	3%	2%	13%	-1%	2%	-0.1%	-6%
CC(C)(C)OC(=O)NCc1nc(N)n[nH]1	0.9	i	13%	0%	3%	-6%	8%	-1.3%	-16%
COc1ccc(NC(=O)C2(C)CCN2C(=O)Cc2ccccc2)cc1OC (stereo not given)	-0.4	i	8%	.	-2%	.	6%	-1.2%[9.22 µM]	.
Cc1cc(C)cc(N(CCC#N)C(=O)CSc2nc3nc(C)cc(C)n3n2)c1	-0.4	i	29%	-5%	14%	0%	0%	-0.8%	1%

Continued (3 carried over from the part before).
SMILES	CCT modulator	Akt phos inh	TGFb SMAD3 inh	MmCpn inh	EPAC2 agonist	A549 tox	EPAC2 antagonist	Nrf2 ARE act	Nrf2 block
CC(C)(C)OC(=O)NCc1nc(N)n[nH]1	0.9	i	13%	0%	3%	-6%	8%	-1.3%	-16%
COc1ccc(NC(=O)C2(C)CCN2C(=O)Cc2ccccc2)cc1OC (stereo not given)	-0.4	i	8%	.	-2%	.	6%	-1.2%[9.22 µM]	.
Cc1cc(C)cc(N(CCC#N)C(=O)CSc2nc3nc(C)cc(C)n3n2)c1	-0.4	i	29%	-5%	14%	0%	0%	-0.8%	1%
COc1ccc2oc(C(=O)N(C)Cc3ccc4c(c3)OCCO4)c(C)c2c1	-0.1	i	-16%	-2%	1%	-2%	-12%	3.4%	4%
Cc1cc(C(=O)CN2C(=O)c3ccccc3C2=O)c(C)n1Cc1cccs1	1.3	i	-5%	-5%	11%	2%	-1%	0.2%	?
COc1cccc(NC(=O)c2cc(-c3ccccn3)nc3ccccc23)c1	0.8	i	?	-2%	-3%	-2%	-3%	5.5%	3%
CC(C)C(NC(=O)OCc1ccccc1)C(=O)OCC(=O)N1CCCCC1 (stereo not given)	-1.9	i	12%	-1%	-6%	1%	5%	0.6%	.
N#Cc1ccc(CN2C(=O)NC3(CCCCCC3)C2=O)cc1	-0.4	i	-7%	0%	2%	3%	1%	-0.9%	1%
COc1cccc(C(=O)Nc2cc3c(cc2N2CCCC2)n(C)c(=O)n3C)c1	1.2	i	-11%	-5%	-2%	9%	1%	3.6%	11%
COc1cc(/C=N/NC(N)=S)cc(Br)c1OCc1ccccc1F	-2.1	i	?	2%	13%	0%	-12%	6.7%	?
CCOC(=O)C1=C(COC(=O)CCOc2cccc(C)c2)NC(=O)NC1C (stereo not given)	0.8	i	-23%	1%	10%	9%	0%	3.1%	7%
O=C(NCc1ccncc1)Nc1cccc(Cl)c1	-0.9	i	-2%	?	5%	0%	-4%	2.4%	19%
COc1nc(N(C)C)nc(N(C)c2cc(Cl)cc(Cl)c2)n1	-1.7	i	-24%	1%	14%	1%	-16%	-0.2%	9%
Cc1ccc(Cn2c(C)c(C(=O)NCc3ccc(Cl)c(Cl)c3)sc2=O)cc1	-0.1	i	?	.	3%	.	-18%	1.4%	.
COc1cc(C(=O)Nc2cccc(-c3nc4ncccc4o3)c2C)cc(OC)c1OC	3.1	?	-2%	1%	9%	2%	-9%	0.2%	1%
CCOC(=O)c1cc(-c2nnc(-c3ccc(Cl)cc3)o2)c(C)nc1C	1.0	i	31%	1%	8%	-7%	8%	5.3%	0%
O=C1OC[C@H]2CCCC[C@@H](CO)ON12	0.1	i	21%	0%	-3%	-4%	-10%	0.0%	9%
Cc1cccc(C)c1OCCCCn1cnc2ccccc2c1=O	-2.2	i	14%	-2%	15%	-10%	-9%	-0.4%	-29%
COc1ccc(-c2cc(C)no2)cc1S(=O)(=O)N1CCCN(Cc2ccc(F)cc2)C1	-24	i	?	-2%	7%	2%	-5%	-0.5%	7%
CCN1CCN(C(=O)CN(C)S(=O)(=O)c2cc(C)ccc2OC)CC1	0.5	i	4%	0%	-1%	2%	1%	-0.6%	6%
CC(=O)Nc1cccc(Oc2ncnc3scc(-c4ccc(C(C)C)cc4)c23)c1	0.3	i	?	0%	13%	-30%	-22%	-0.1%	?
O=C(CC[C@H]1O[C@@H](n2ccc(=O)[nH]c2=O)[C@H](O)[C@@H]1O)N[C@H](Cc1ccccc1)C(=O)NC1CCCCC1	-1.6	i	17%	.	1%	.	-9%	-1.6%	.
COC(=O)c1cccc(NS(C)(=O)=O)c1C	-2.1	i	14%	2%	0%	2%	10%	-0.1%	17%
COc1ccc(C(=O)Nc2cc(C(F)(F)F)ccc2-n2cnc3ccccc32)cc1	2.2	i	8%	-1%	8%	-12%	-2%	0.1%	-16%
CCOC(=O)c1cc2c(n(-c3ccc(C)cc3)c1=O)CCCC2=O	2.8	i	5%	1%	3%	-6%	10%	0.3%	4%
Cn1cc(C(=O)c2ccc(Cl)cc2Cl)cc1C(=O)N/N=C(\N)COc1cccc(C(F)(F)F)c1	-0.3	i	?	0%	-12%	-28%	-5%	-0.7%	?
COc1ccc(C(=O)CCc2nc3ccccc3s2)cc1	-2.1	i	0%	0%	15%	0%	-15%	2.8%	14%
O=C(Cc1ccccc1)N/N=C/c1cccc([N+](=O)[O-])c1	-5.3	i	?	-1%	-7%	-1%	1%	6.1%	-23%
COc1cc(CNC(C)(C)C)ccc1OCC(=O)NC(C)(C)C	-0.8	i	1%	2%	12%	9%	-1%	-0.1%	-11%
FC(F)(F)c1cnc(Oc2ccccc2-c2nnc(-c3ccc(Cl)cc3)o2)c(Cl)c1	1.5	-102%*	7%	0%	4%	-2%	-14%[57.1 µM]	0.2%	-11%
NC(N)=Nc1ccc(C=C2C=Cc3ccccc32)cc1	-0.2	i	?	.	2%	-14%	-2%	4.9%	0%
CCn1c(SC(C)C(=O)Nc2ccc(N3CCOCC3)cc2)nnc1C1CC1 (stereo not given)	-0.3	i	-21%	1%	4%	-2%	-1%	-0.1%	8%
